Bioassay records (PubChem)
Pf Dd2 inh – Plasmodium falciparum Dd2 growth inhibition | P. falciparum Dd2 growth, SYBR Green, 72 h | Potency, µM (top dose mostly 28.9 µM), for inactives: at the highest dose activity, negative = inhibition, usual class: inhibitors | actives 4.3% (n = 120,000) | AID 1347417; active = well fitted inhibition curve with a large enough effect; inconclusive = small, poorly fitted or top-dose-only effect; inactive = no such curve, though single readings can be large or run the other way;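 note: plate controls were DMSO vehicle for no effect and reference drug for full effect; nearly all actives have a fitted effect of over 65% in size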
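Readout: SYBR Green fluorescence, 485 nm excitation, 535 nm emission, after ~16 h lysis at 37C. Before that, Dd2-infected red cells (2.5% hematocrit) grew 72 h with compound, 29 uM top final concentration.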
Numbers without * were called inactive; i = inactive; ? = inconclusive; [ ] = another dose, or the depositor's remark. Potency is the fitted concentration of half-maximal effect. A portion of the library; rates above refer to the full screens.

Molecule	Pf Dd2 inh
CC(c1cccs1)N(C)C(=O)c1ccc(Cl)cn1 (stereo not drawn)	-33%[44.1 µM]
CC1CCN(c2nc3ccc(C(=O)NCc4ccccc4)cc3s2)CC1	-27%
COc1ccc(Cl)cc1NC(=O)CSC1=Nc2ccccc2C2=NC(CCC(=O)NCc3ccc(F)cc3)C(=O)N12 (stereo not drawn)	-23%
O=C(CSc1n[nH]c(-c2ccccc2Cl)n1)N1CCN(c2ccccc2)CC1	14%
Cc1ccccc1-c1cnc2[nH]cc(CC(=O)N3CCOCC3)c2c1	17%[44.1 µM]
CN1Cc2cccn2CC1CNC(=O)c1nccn1C (stereo not drawn)	?
CN(C)c1cc(CC2CC(=O)N(c3ccccc3)C2)ncn1 (stereo not drawn)	-1%
COC(=O)[C@@H](Cc1cccnc1)NC(=O)[C@H]1CN(C(=O)c2cccnc2)CCN1S(=O)(=O)c1ccccc1	12%
Cc1ccc(CN2CCC3(CC2)C(C(=O)O)CC(=O)N3C)o1 (stereo not drawn)	-7%
Nc1nc(C2CC(NC(=O)Cc3ccc4c(c3)OCO4)C2)cc(=O)[nH]1 (stereo not drawn)	-9%
CCc1ccc(S(=O)(=O)NCc2nc3cccnc3n2Cc2ccccc2Cl)cc1	-8%
Cc1ccc2[nH]c(CCCn3cc(-c4nccn4C)nn3)nc2c1C	-10%
O=C(NC[C@H]1OC[C@@H](NC2CCCCC2)[C@@H]1O)C1CCCC1	?
CNC(=O)CCn1ncc2cc(OCc3ccccc3-c3c(F)cccc3OC)ccc21	?
COCCC(=O)N[C@@H]1CN(c2ccncn2)C[C@H]1CN(C)C	i
CN1CCCC2(C1)CN(C)c1ccc(C(=O)NCc3cccs3)cc12 (stereo not drawn)	i
CCC(=O)NC(C)C(=O)N1CCn2nc(Cc3ccccc3)cc2C1 (stereo not drawn)	-2%
O=C(N[C@H]1CCN2C(=O)N(c3ccc(OC(F)(F)F)cc3)C(=O)[C@@H]2C1)c1ccncc1	-17%[44.1 µM]
Cc1ccccc1OCC(=O)OCc1cc(=O)n2ccsc2n1	5%
O=C(NCCc1noc(C2CC2)n1)c1ccc2c(c1)OCO2	19%
CC1CCN(C(=O)C2(c3ccc(NC(=O)C4CC4)cc3)CCCCC2)CC1	?
CC1=NOC2(CCN(C(=O)c3ccc(F)cc3)CC2)C1	-17%[44.1 µM]
O=C(CC[C@@H]1CNC(=O)[C@@H]2C[C@H](NC(=O)Nc3ccc(F)cc3F)CN12)NCc1ccc(F)cc1	-13%
C(=C\c1ccccc1)/CN1CCN(Cc2nc(COc3ccccc3)no2)CC1	?
O=C(NCc1ccccc1)N1CCC(O)(c2csc(CN3CC[C@@H](O)C3)n2)CC1	42%[activator][44.1 µM]
Cc1ccc2c(CNCc3ccc(C)o3)c(C(=O)O)n(Cc3ccc(F)cc3)c2c1	?
O=C(c1ccccc1Cl)N1C[C@@H](CO)[C@H](c2ccncc2)C1	-6%
Cc1ccc(C2Cn3nnc(-c4nc(-c5ccccc5F)no4)c3CO2)c(C)c1 (stereo not drawn)	i
Cc1ccc(S(=O)(=O)c2nnn(CC(=O)Nc3ccccc3C)c2N)cc1C	?
O=C(CN1C(=O)c2cccc3cccc1c23)Nc1ccccc1Br	22%
Cc1noc([C@@H]2CN(Cc3cccc(Cl)c3F)C[C@H]2CO)n1	-8%
CCOc1cccc(CC(=O)N2CCc3c([nH]c4ccccc34)C2c2ccc(Cl)cc2)c1OCC (stereo not drawn)	5µM*
COc1ccc(NC(=O)N2CC(c3nnc(-c4ccncc4)o3)C3(CCOCC3)C2)c(C)c1 (stereo not drawn)	6%
COc1ccc(C(=O)Nc2ccc(-c3noc([C@@H]4CCCN4Cc4ccc(OC(F)(F)F)cc4)n3)cn2)cc1	?
Cc1cnc(CC2CCCN(C(=O)c3ccnn3C)C2)n1C(C)C (stereo not drawn)	-1%
NS(=O)(=O)c1ccc(C(=O)NC(Cc2ccncc2)C2CC(O)C2)cc1 (stereo not drawn)	1%
C#CCN(C)Cc1nc(C2(O)CCN(C(=O)c3ccc(F)cc3)CC2)cs1	-15%[44.1 µM]
O=C(c1ccccn1)N1CCCC(c2nc(C3CCOCC3)no2)C1 (stereo not drawn)	26%
O=C(NCc1cccs1)c1nc(-c2ccccc2)c2ccccn12	?
CC(=O)c1cc(-c2ccccc2)n(CC(=O)NCCc2ccc(C)cc2)c1C	60%[activator]
COc1ccc(Cl)cc1NS(=O)(=O)c1ccc2c(c1)NC(=O)CC(=O)N2	-2%
CC(C)CN(CCCNC(=O)c1cc(=O)[nH]c2ccc(S(=O)(=O)N3CCCC3)cc12)CC(C)C	21%
Cc1nn(C)cc1CN1C[C@@H](COCC(N)=O)[C@H](c2ccncc2)C1	-7%
CCS[C@H]1CCN2C(=O)c3cc(-c4cc(Cl)ccc4OC)ccc3NC(=O)[C@H]12	?
COc1cccc(C2C=C(c3ccccc3)Nc3c(C(=O)Nc4ccccc4)cnn32)c1OC (stereo not drawn)	0%
Cc1ccc(C2Cn3cnc(C(=O)N4CCC(C(=O)NC(C)c5ccccc5)CC4)c3CO2)cc1 (stereo not drawn)	?
Clc1ccc(C2CN(c3cc(C4CC4)ncn3)CCO2)cc1 (stereo not drawn)	-27%
COc1ccc(OC)c(NC(=O)CSC2=Nc3ccccc3C3=NC(CC(=O)NCc4ccc(F)cc4)C(=O)N23)c1 (stereo not drawn)	?
Cc1nnc(N2CCC(C(=O)NCCc3ccccc3)CC2)c2nn(-c3ccc(Cl)cc3)c(C)c12	?
Cc1cc(C)n(CCC(=O)N2CCC(N3C[C@H](O)C[C@H]3C(=O)NC3CCCCC3)CC2)n1	-24%

Going on with the list.
Molecule	Pf Dd2 inh
COc1ccc(N2C(=O)CS(=O)(=O)C23C(=O)N(Cc2ccccc2F)c2ccccc23)cc1Cl (stereo not drawn)	?
O=S1(=O)CCC(S(=O)(=O)NC2CCCC2)C1 (stereo not drawn)	1%
COCCN1CCCC2(CCN(C(=O)c3ccc(F)c(Cl)c3)C2)C1=O (stereo not drawn)	7%
Cc1ccc(Cl)cc1-n1c(=O)c2sc3ccccc3c2n(CC(=O)NC2CCCC2)c1=O	?
Cn1nccc1C(=O)NC1CCN(c2cc(-c3ccccc3)[nH]n2)CC1	i
Cc1nc(C2CCCN(C(=O)C(C)(C)N)C2)cc(N2CCOCC2)n1 (stereo not drawn)	-16%
O=c1ccc(-c2cccs2)c2n1C[C@H]1C[C@@H]2CN(S(=O)(=O)c2cccs2)C1	-21%[44.1 µM]
COC(=O)c1c(NC(=O)COc2c(C)cccc2C)sc2c1CCCC2	?
Cc1ccc(Cn2cc(-c3ccncc3)cc2C(=O)NCc2ccc(N(C)C)cc2)cc1	?
COc1ccc(N2Cc3cccc(C(=O)Nc4cc(C)cc(C)c4)c3C2=O)cc1	24%
O=C(c1ccc(F)cc1)N1CC(Oc2ccc(-c3nc(-c4ccccc4)no3)cc2)C1	71%[activator][5.79 µM]
COCCNC(=O)c1ccc2c(c1)N(C)C(CC(=O)Nc1ccc(N)nc1)CO2 (stereo not drawn)	-17%
COc1ccc([C@@H](NC(=O)c2ccc3cccc(F)c3n2)C2CC(O)C2)cn1 (stereo partly drawn)	-1%
COc1ccc(/C=C\c2onc(C)c2S(=O)(=O)N2CCC(C(=O)Nc3cccc(C)c3C)CC2)cc1	2.8µM*
COc1cc2c(cc1OC)C(COc1ccc3c(C)cc(=O)oc3c1)N(C(=O)c1cc(Cl)ccc1OC)CC2 (stereo not drawn)	?
CCN1CCCC2(CCN(C(=O)NCCc3ccccc3F)C2)C1=O (stereo not drawn)	-12%
CC(C)(C)C(=O)N1CCn2c(nnc2[C@@H]2C[C@@H](O)CN2Cc2ccccc2)C1	22%
Cc1ccc(S(=O)(=O)c2nnn3c2nc(N(C)Cc2ccccc2)c2cc(Cl)ccc23)cc1C	-15%
Cc1ccc(CC(=O)N2CCC(CC(=O)NCc3ccccc3)C2)cc1 (stereo not drawn)	i
Cc1ccc(-c2cn3c(n2)sc2cc(C(=O)NCCCN4CCCCCC4)ccc23)cc1	?
COC(=O)c1ccccc1NC(=O)CSc1n[nH]c(CC(C)C)n1	-5%
COc1ccc(Cl)cc1NC(=O)N1CCN(S(=O)(=O)c2ccc3c(ccn3C)c2)CC1	i
CS(=O)(=O)N1C[C@H]2CCNC[C@H]21	-10%
CCOc1ccc(NC(=O)Cn2c(=O)n(CC(=O)NCc3ccccc3Cl)c(=O)c3sccc32)cc1	20%
Cc1cccc(N2CCN(C(=O)CN3C(=O)COc4ccc(S(=O)(=O)N5CCC(C)CC5)cc43)CC2C)c1 (stereo not drawn)	?
COc1ccc(-c2noc(CSc3nc(N)cc(=O)[nH]3)n2)cc1	i[5.79 µM]
Cc1ccc(-c2nnc(SCC(=O)c3ccc(Cl)cc3)n2-c2ccccc2)cc1	i
O=C(Nc1ccc(F)cc1)c1ccc(Cn2nc(N3CCN(c4ccccc4)CC3)ccc2=O)o1	?
Cc1ccc(C(=O)N2CCN(c3cc(-c4ccc(Cl)cc4)[nH]n3)CC2)cc1F	i
CC(C)N1C(=O)C2(CCCCC2)C1C(=O)N1CCN(C)CC1 (stereo not drawn)	-18%

Structural class: the entries above containing a COOH group
Molecule	Pf Dd2 inh
Cc1ccc(CN2CCC3(CC2)C(C(=O)O)CC(=O)N3C)o1 (stereo not drawn)	-7%
Cc1ccc2c(CNCc3ccc(C)o3)c(C(=O)O)n(Cc3ccc(F)cc3)c2c1	?

Remaining list, next part
Molecule	Pf Dd2 inh
CC(=O)N[C@H]1C[C@@H](c2ccc(-n3cncn3)cc2)O[C@@H](C2CCCCC2)C1	-19%
CCn1ncc(N2CCC(NC(=O)c3ccc(OC)c(F)c3)CC2)cc1=O	-23%
COc1cccc(C(=O)N2CCCC3(C2)NC(=O)N(Cc2ccc(C)cc2)C3=O)c1 (stereo not drawn)	?
Cc1ccc(-c2cn3c(n2)CO[C@@H](CNCc2ccc(Cl)cc2)C3)cc1	i
Cc1ccc(NC(=O)C2CCC(CNS(=O)(=O)c3csc(C(N)=O)c3)CC2)cc1Cl (stereo not drawn)	21%
Cc1cc(C)n(C(C)C(=O)N2CCn3nc(Cc4ccccc4)cc3C2)n1 (stereo not drawn)	-28%
CC(=O)N[C@H]1CC[C@]2(C)CCC([C@H](C)C(=O)NCc3ccc(F)cc3)[C@H](O)[C@H]2[C@@H]1C (stereo partly drawn)	i
COc1ccc(NC(=O)C2CCN(C(=O)c3sc4nc[nH]c(=O)c4c3C)CC2)cc1Cl	-15%
C[S+](=O)([O-])N1CC2(Cc3ccccc31)CN([S+](=O)([O-])c1ccc(C(F)(F)F)cc1)C2	i
CN(C)Cc1nnc(C2CCCN(C(=O)N3CCOCC3)C2)n1C (stereo not drawn)	-3%
COc1cccc(C(=O)NCC2CCCN(Cc3ccn[nH]3)C2)c1OC (stereo not drawn)	-24%
O=C(C1CCN(c2cn[nH]c(=O)c2)C1)N1CCc2ccccc2C1 (stereo not drawn)	4%
CCN1C(=O)C2CC3(CCN(C(=O)CCc4nc5ccccc5[nH]4)CC3)CN2C1=O (stereo not drawn)	?
COc1ccc(-c2nn(-c3ccccc3)cc2C2NC(=O)NC(C)=C2C(=O)OC(C)C)cc1Cl (stereo not drawn)	i
COCc1nc2nc(-c3ccccc3)c(-c3ccc(N4CCN(C)CC4)nc3)cc2n1C	?
COc1cccc(N2CC(NC(=O)c3cccc(OC)c3OC)CC2=O)c1 (stereo not drawn)	i
O=C(CCc1conc1-c1cccc(F)c1)NCc1ccc(F)cc1	i
CC(C)(C)c1coc([C@@H]2COCCN2Cc2cnc[nH]2)n1	-16%[44.1 µM]
CN(Cc1ccccc1)C(=O)[C@H]1O[C@H](CCN2CCN(Cc3ccccc3)CC2)CC[C@@H]1O	4.5µM*
CNC(=O)c1cc(NC(=O)C2CCC2)cc2nc(C)ccc12	5%
COc1ccccc1CNC(=O)CCC[C@@H]1[C@H]2CCCN3CCC[C@@H](CN1C(=O)c1cccnc1)[C@@H]23	?
O=C(c1n[nH]c2ccccc12)N1CCC(c2nc(CCOCC3CC3)no2)C1 (stereo not drawn)	i
Cc1ccc(Cl)c(C(=O)N2CCC(=O)N(CC3CC3)C(C(C)C)C2)c1 (stereo not drawn)	-16%
O=C(NCc1ccccc1)C1CC(=O)N(c2n[nH]c3cccc(F)c23)C1 (stereo not drawn)	8%
Cc1ccc(OCc2nc(C3CCN(C(=O)CCc4nc5ccc(Cl)cc5[nH]4)CC3)no2)cc1	-20%
COCCNC(=O)c1ccc2c(c1)ncn2-c1cc(C)ccc1OC	-11%
CCC1CN(C(=O)NCc2cccc(OC)c2)c2cc(Cl)ccc2O1 (stereo not drawn)	-2%
CC(=O)Oc1c(-c2ccc(NC(=O)CC(C)C)cc2)c(-c2ccc(F)cc2)nn1-c1ccc(F)cc1	?
O=C(Nc1ccc(F)c(Cl)c1)C1CCCN(S(=O)(=O)c2cccc3nsnc23)C1 (stereo not drawn)	-18%
O=C(c1cnccn1)N1CCC2(CC1)NC(=O)N(Cc1ccc(Cl)cc1)C2=O	48%[activator]
CCN1c2cc(C(=O)NC3CCCCCC3)ccc2C(=O)N2CCCCCC21 (stereo not drawn)	?

2 compounds drawn at random from the list so far:
Molecule	Pf Dd2 inh
Cc1ccc(Cl)cc1-n1c(=O)c2sc3ccccc3c2n(CC(=O)NC2CCCC2)c1=O	?
Cc1ccc(C2Cn3cnc(C(=O)N4CCC(C(=O)NC(C)c5ccccc5)CC4)c3CO2)cc1 (stereo not drawn)	?
